Assay outcomes deposited in PubChem by several laboratories.
HSF1 activator = increases HSF-1 driven luciferase reporter signal; NIH3T3-HGL HSF-1 luciferase reporter, MG132, 8 h; 100% = twice DMSO control signal; activation, % at 9 µM; actives 1.7% (n = 300,000); AID 504408;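 active = mean replicate activation of at least 50% with a set share of replicates each reaching 50%; inconclusive = only one of those two conditions met; inactive = mean below 50% and too few replicates reaching it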;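 also: 0% = median of the neutral control wells and 100% = twice that signal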
HIF act = HIF pathway transcriptional activation | U2OS HRE-luciferase reporter, luminescence; normalized: DMSO 0%, desferrioxamine 100% | activation, % at 7.5 µM (by protocol) | actives 0.32% (n = 300,000);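 active = mean activation of at least 10% of the iron chelator positive control signal, with at least half of replicates also reaching 10%; inconclusive = mean and replicate majority disagree about reaching 10%; inactive = mean and most replicates under 10%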
IEC-6 cytotox = counter-screen for KLF5 inhibitors: cytotoxicity in IEC-6 cells | actives 0.78% (n = 290,000) | inhibition, % at 5 µM | IEC-6 cytotoxicity, luminescence viability; in the data active = inhibition above about 22%;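 also: 0% = plate median of test compound wells and 100% = cytotoxic reference compound wells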
aSyn UTR inh = MLPCN primary screen, SNCA 5' untranslated region; alpha-synuclein 5'UTR reporter, inhibitor activity; actives 0.82% (n = 300,000); inhibition, % (tested at 7.5 µM); in the data active = inhibition above about 60%; inconclusive = no clear call, values can overlap the other calls;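 also: H4 neuroglioblastoma cells stably carrying SNCA 5'UTR luciferase fusion; 0% = DMSO wells and 100% = positive control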
Platelet DG rel = platelet dense granule release activity; actives 0.22% (n = 300,000); human platelet-rich plasma, SFLLRN dense granule ATP release, luminescence; AID 1663; inhibition, %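 (compounds screened at 7.5 µM in platelet-rich plasma)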;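 active = mean replicate score, as percent of positive control, at or above 50; inconclusive = mean below 50 but at least one replicate at or above 50; inactive = mean and every replicate below 50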
HSF1 inhib = HSF1 inhibition; NIH3T3-HGL HSE-luciferase, MG132-induced, luminescence 8 h; hits give low values; activity change, negative = inhibition, % at 7.5 µM (by protocol); actives 0.77% (n = 300,000);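 active = more than half of replicate wells show activity change below -50%, luminescence cut by over half; inconclusive = some wells, but at most half, below -50%; inactive = no replicate well below -50%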;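 also: luciferase reports HSF-1 transcriptional activity via heat shock element; 0% = median of DMSO wells and -100% = zero luminescence signal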
AI-2 QS mod = Vibrio harveyi AI-2 quorum sensing modulation | activity change, % at 7.5 µM | AID 2094 | Vibrio harveyi JMH597 AI-2 luminescence/OD600 ratio, 9 h; hits give low values; strain lacks LuxN and CqsS sensors; 0 = neutral-control median | actives 0.4% (n = 300,000); in the data active = activity change below about -75%, passing the limit was not always enough; inconclusive = no clear call, values can overlap the other calls;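 also: luminescence divided by OD600 gain over 9 h not by final OD600 alone; inactives centre near 13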
HDAC3 inhib = inhibitors of human histone deacetylase 3. O15379. recombinant HDAC3, fluorogenic peptide/trypsin coupled, fluorescence. inhibition, % at 8.3 µM. actives 0.15% (n = 320,000). AID 2718; in the data active = inhibition above about 26%, passing the limit was not always enough; inconclusive = no clear call, values can overlap the other calls
Target sequence (O15379 whole entry, looked up): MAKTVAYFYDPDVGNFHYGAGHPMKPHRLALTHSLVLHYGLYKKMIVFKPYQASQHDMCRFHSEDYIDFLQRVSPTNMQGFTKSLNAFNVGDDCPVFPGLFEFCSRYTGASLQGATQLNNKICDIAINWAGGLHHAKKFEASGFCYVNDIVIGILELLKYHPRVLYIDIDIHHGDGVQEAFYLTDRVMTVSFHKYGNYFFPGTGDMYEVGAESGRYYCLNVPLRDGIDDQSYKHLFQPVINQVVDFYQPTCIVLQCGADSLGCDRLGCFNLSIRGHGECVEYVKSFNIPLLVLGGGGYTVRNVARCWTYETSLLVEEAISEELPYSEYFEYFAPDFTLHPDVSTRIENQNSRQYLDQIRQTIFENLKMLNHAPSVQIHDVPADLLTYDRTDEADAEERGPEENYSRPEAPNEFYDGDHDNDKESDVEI
HSP90 refold inh = HSP90 refolding inhibition in rabbit reticulocyte lysate; luciferase refolding luminescence, 3 h; inhibition, % at 5.6 µM; actives 0.91% (n = 290,000);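 active = inhibition above the screen-wide mean plus 3 SD, computed separately per campaign, cut at about 16% in these data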;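 also: 0% = DMSO wells and 100% = 60 µM geldanamycin wells; inhibitors lower the luminescence because luciferase stays unfolded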
KLF5 inh = kruppel-like factor 5 inhibition | actives 0.23% (n = 290,000) | AID 1700 | DLD-1 KLF5 promoter-luciferase reporter, luminescence | inhibition, % at 5 µM;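 active = inhibition above a per-plate limit of that plate's mean compound inhibition plus 3 SD, cut at about 60% in these data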;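 also: 0% = DMSO wells and 100% = LY294002 at 200 µM; higher means less KLF5 promoter-driven luciferase light; inactives centre near -14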
The depositor's hits bear a star; ? = inconclusive; . = not tested or not shown.

Every second line gives: HSF1 activator	HIF act	IEC-6 cytotox	aSyn UTR inh	Platelet DG rel	HSF1 inhib	AI-2 QS mod	HDAC3 inhib	HSP90 refold inh	KLF5 inh
1) O=C(O)c1cccc(Cn2c(Cl)c(/C=N/NC(=O)c3ccc(O)cc3)sc2=O)c1
    18.6	0.2	7.0	20.5	0.2	5.5	12.5	?	-2.4	-2.2
2) O=c1c(-c2ccccc2)c(O)nc(SCCN2CCOCC2)n1-c1ccccc1
    -0.5	0.0	5.7	-7.7	-5.4	1.1	-0.3	-0.7	-1.4	-4.5
3) COC(=O)CSc1nc(-c2ccc(F)cc2)cc(C(F)(F)F)n1
    -9.8	0.1	-0.1	-8.5	0.4	-4.8	14.6	-2.9	1.3	-43.1
4) Cc1ccc(-n2c(CCc3nc4ccccc4[nH]3)n[nH]c2=S)cc1
    3.8	-0.4	-3.6	-16.4	1.2	-6.7	39.3	2.3	1.8	-26.0
5) O=c1c(-c2ccc(Br)cc2)coc2c(CN3CCCCC3)c(O)ccc12
    -29.2	-0.1	3.9	-8.0	-1.7	-9.3	14.4	.	0.4	3.5
6) O=C(c1ccccc1)c1c(O)cc(-c2ccccc2)oc1=O
    1.1	-0.2	1.3	-6.6	4.3	-2.0	40.9	3.0	-1.8	-19.9
7) CCCSCCCNC(=O)Cn1nc(CC)n2c(cc3c(OC)cccc32)c1=O
    1.5	-0.8	0.6	16.3	1.7	-2.7	5.1	-4.5	1.2	-33.4
8) N#C/C(=C\c1c(Oc2ccccc2Cl)nc2ccccn2c1=O)C(=O)NC1CCS(=O)(=O)C1 (stereo not drawn)
    5.6	-0.1	1.7	10.8	31.8	6.2	-4.0	-5.2	3.0	5.6
9) Cc1nn(-c2ccccc2)c(C)c1/C=C/C(=O)OC(C)C(N)=O (stereo not drawn)
    1.7	-0.1	-2.7	2.9	-30.8	4.6	18.4	3.3	-1.8	-14.5
10) Cc1onc(-c2c(Cl)cccc2Cl)c1C(=O)c1c[nH]c(C(=O)NCC2CCCO2)c1 (stereo not drawn)
    11.5	-0.3	-2.5	15.4	5.9	-3.2	13.8	.	3.0	-7.2
11) CCC(CC)c1nnc(NC(=O)COc2ccc3c(C)cc(=O)oc3c2)s1
    -8.8	-0.8	0.6	5.9	0.4	-6.0	38.6	-1.2	-3.0	-10.7
12) Cc1ccccc1NC(=O)C1CCCN1/C=C/C(=O)C(F)(F)F (stereo not drawn)
    30.8	0.2	2.3	-13.5	-1.1	3.9	25.7	8.9	1.9	-6.8
13) Cc1cc(C(F)F)nn1CC(=O)N1CCSCC1
    8.4	-0.6	3.2	3.9	-1.3	-4.8	12.5	0.8	2.1	-22.3
14) Cc1ccc(C)c(-n2c(SCC(=O)NC(C(=O)O)C(C)C)nnc2-c2cccc(Cl)c2)c1 (stereo not drawn)
    -11.2	0.2	-5.2	-1.9	4.6	-2.3	19.1	-5.1	-0.9	-38.9
15) O=c1oc(-c2ccccc2)nc2sc3c(c12)CCC3
    -27.2	-0.2	-4.3	-52.3	-8.6	-3.0	9.7	9.5	0.4	0.9
16) CCCCSc1nnc(-c2ccc(NC(=O)CC)cc2)n1C
    4.7	1.4	1.0	9.3	7.3	9.6	-21.3	-1.2	-0.5	-46.2
17) COc1ccc(-c2noc3c2-c2nc(-c4ccc(Cl)cc4)sc2CC3)cc1
    -2.9	0.2	11.7	5.3	-10.3	0.8	15.7	-5.2	-0.3	-6.5
18) CCN(C(=O)c1ccc(S(=O)(=O)N2CCCC2)cc1)C1CCS(=O)(=O)C1 (stereo not drawn)
    5.4	-2.8	.	4.0	0.8	-3.5	19.3	4.8	.	.
19) Cc1ccc(Cn2nc(C)c(/C=N/NC(=O)c3cccnc3)c2C)cc1
    0.0	-1.8	7.2	-3.6	11.5	-1.6	26.4	-1.7	2.5	-21.7
20) CN(C)S(=O)(=O)c1ccc(Cl)c(NC(=O)COC(=O)CN2C(=O)C3CCCCC3C2=O)c1 (stereo not drawn)
    -23.6	-0.3	-2.0	33.0	1.9	-16.8	13.2	0.5	1.4	-0.9

2 entries drawn at random from those above, as already listed:
Every second line gives: HSF1 activator	HIF act	IEC-6 cytotox	aSyn UTR inh	Platelet DG rel	HSF1 inhib	AI-2 QS mod	HDAC3 inhib	HSP90 refold inh	KLF5 inh
8) N#C/C(=C\c1c(Oc2ccccc2Cl)nc2ccccn2c1=O)C(=O)NC1CCS(=O)(=O)C1 (stereo not drawn)
    5.6	-0.1	1.7	10.8	31.8	6.2	-4.0	-5.2	3.0	5.6
12) Cc1ccccc1NC(=O)C1CCCN1/C=C/C(=O)C(F)(F)F (stereo not drawn)
    30.8	0.2	2.3	-13.5	-1.1	3.9	25.7	8.9	1.9	-6.8

The list goes on.
Every second line gives: HSF1 activator	HIF act	IEC-6 cytotox	aSyn UTR inh	Platelet DG rel	HSF1 inhib	AI-2 QS mod	HDAC3 inhib	HSP90 refold inh	KLF5 inh
21) Cc1cc(C)n(CCC(=O)N/N=C/c2c(O)ccc3ccccc23)n1
    20.0	16.7*	5.0	73.3*	-9.6	-0.9	-0.7	.	-4.2	39.8
22) O=C(Nc1cccc(NC(=O)c2cccc(Cl)c2)c1)c1cccnc1
    -11.1	-0.6	7.5	-13.6	-0.3	-4.7	5.8	2.1	-3.1	-18.9
23) CC(=O)N(c1ccc2oc(=O)sc2c1)S(=O)(=O)c1cccs1
    8.6	0.0	-2.2	9.0	-3.1	4.2	-6.7	-3.9	-1.7	-28.0
24) COc1cc2c(cc1OC)C1=C(C#N)CC/C(=N\S(=O)(=O)c3cccc(Cl)c3)N1CC2
    -1.5	-0.9	-4.3	37.4	1.3	-4.6	18.0	7.4	-0.9	-7.6
25) C=CCn1c(COc2ccc(F)cc2)nnc1SCC(=O)Nc1cccc(S(N)(=O)=O)c1
    0.3	0.2	-2.8	10.3	-0.5	0.3	20.3	-5.0	-0.2	-9.2
26) O=C(CSc1nnc(NC(=O)C2CC(=O)N(c3ccccc3)C2)s1)NCc1ccco1 (stereo not drawn)
    0.4	0.1	-4.8	-10.4	-8.8	-2.2	13.0	4.2	-6.5	-34.3
27) Fc1cc(F)cc(NC(=S)N2CCC(c3ccccc3)C2)c1 (stereo not drawn)
    8.6	5.3	-3.3	-98.8	3.3	7.9	-16.2	0.0	-2.8	-118.3
28) CSc1nc2sc3c(c2c2nnnn12)CCCC3
    4.3	0.0	0.3	6.1	-4.7	-3.1	2.2	1.5	1.1	-43.8
29) O=c1[nH]c2ccccc2n1Cc1ccccc1
    3.2	-0.2	2.6	-10.7	8.1	-5.9	17.7	-0.8	-1.4	-31.4
30) CC(C)(C)C(=O)Nc1nnc(SCC(=O)NCc2ccco2)s1
    -17.7	0.1	-1.4	4.0	-12.2	-2.9	24.0	1.1	0.4	2.1
31) CCOC(=O)C(=O)Nc1cc(Cl)ccc1C
    -6.1	0.1	-5.8	1.6	-2.0	-8.8	13.0	0.1	-1.0	-21.9
32) Cc1ccc(-n2nnc3ccccc3c2=O)cc1C
    28.5	1.6	1.9	-149.7	12.5	11.6	12.5	?	-6.0	-71.8
33) CCN1CCN(Cc2ccc(OC)c(OCc3ccccc3)c2)CC1
    -2.0	0.0	-3.7	-2.0	4.5	0.4	36.7	-4.0	2.3	-24.0
34) COc1cccc(NC(=O)CSc2nc(C3CC3)nc3ccccc23)c1
    24.1	0.1	5.0	-9.1	-1.3	13.8	.	3.6	4.0	-31.0
35) Cc1csc(N2CCN(c3cc4c(cc3Cl)nc(-c3ccncc3)n4CCCN3CCCC3)CC2)n1
    0.0	0.3	0.0	-8.5	1.2	5.4	8.6	4.9	-3.9	-0.2
36) CC(=O)Nc1ccc(C(=O)OCC(=O)Nc2ccc(N3CCOCC3)cc2)cc1
    -4.0	-0.2	3.0	1.6	15.1	4.5	18.9	3.7	3.1	-3.5
37) Cc1cccnc1NC(=O)C1CCN(S(=O)(=O)c2ccc3c(c2)CCC(=O)N3)CC1
    -4.9	.	2.7	-1.6	4.4	0.0	19.1	0.7	-1.0	4.6
38) O=C(CCCCCN1C(=O)[C@@H]2Cc3ccccc3CN2C1=O)NCCc1ccccc1
    -7.7	0.6	-9.4	-25.7	-5.4	7.1	4.3	11.2	1.2	-24.3
39) Cc1cccc(C(=O)OCC(=O)NCc2cccs2)c1
    1.9	-0.4	-2.7	-3.2	-6.3	0.8	13.8	-3.0	2.3	-24.8
40) Cc1nnc(SCCn2c(N3CCCCC3)nc3c2c(=O)n(C)c(=O)n3C)s1
    -2.6	-0.6	-4.8	-10.1	8.1	-9.0	12.6	-2.9	-0.7	-2.9
41) CC1CCc2sc3c(c2C1)c(=O)n(CC(=O)O)c(=O)n3Cc1ccc(Cl)cc1 (stereo not drawn)
    5.7	0.1	4.0	7.5	11.2	-0.2	-1.3	4.9	5.2	-20.9
42) O=C(NCc1n[nH]c(=S)n1-c1ccc(Cl)c(Cl)c1)c1cccs1
    -9.7	-0.1	-4.0	8.0	-2.8	-1.4	29.0	4.7	-2.2	-11.7
43) Cc1cc(NC(=O)CCC(=O)N(Cc2cccs2)C(C(=O)NC2CCCC2)c2cccnc2)no1 (stereo not drawn)
    -7.7	-0.2	9.2	14.5	-2.7	0.5	6.0	-8.7	4.3	3.0
44) COc1ccc(-c2ncccc2OC(=O)C23CC4CC(CC(C4)C2)C3)cc1
    18.0	0.3	-0.9	12.2	19.9	0.3	33.8	-6.4	3.1	-12.7
45) CC(C)(C)c1cc(=O)n2[nH]c(N)nc2n1
    2.9	0.0	2.3	3.4	8.2	-1.5	12.7	-1.4	-1.1	-0.9
46) COc1ccccc1-c1cn[nH]c1-c1ccc(OCc2ccccc2)cc1O
    3.0	-0.1	-2.4	-24.8	-3.2	0.7	18.8	17.4	0.4	-26.6
47) CCOC(=O)N1CCN(c2c(N3CCC(N4CCCCC4)CC3)c(=O)c2=O)CC1
    -6.8	-0.2	2.6	22.8	22.8	-1.3	27.0	2.9	-0.2	5.8
48) Cc1ccc(NC(=S)NCc2cccn2C)cc1
    -7.1	0.2	0.0	-22.8	10.6	-8.7	-6.9	-0.4	3.0	-37.1

A few values from above:
aSyn UTR inh result of #25 reads 10.3
HSF1 activator result of #23 reads 8.6

No enrichment for hits. Share with any hit: about 5%.
